GSK3B inh: human GSK3beta kinase inhibitors, primary screen, biochemical, cell-free homogeneous, HTS; activity score (negative = inhibition), % at 10 µM; GST-GSK3beta kinase, ADP-Glo luminescence, 60 min; active compounds read low; Glycogen synthase kinase-3 beta (Homo sapiens), P49841; 300,000 compounds, 0.038% hits;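 active = more than half of replicate wells score below -50%, meaning over 50% inhibition versus plate controls; inconclusive = some replicates but at most half score below -50%; inactive = no replicate scores below -50%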;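 note: 0% = median DMSO wells and -100% = median GW8510 positive control wells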
Target sequence (P49841 whole entry, looked up): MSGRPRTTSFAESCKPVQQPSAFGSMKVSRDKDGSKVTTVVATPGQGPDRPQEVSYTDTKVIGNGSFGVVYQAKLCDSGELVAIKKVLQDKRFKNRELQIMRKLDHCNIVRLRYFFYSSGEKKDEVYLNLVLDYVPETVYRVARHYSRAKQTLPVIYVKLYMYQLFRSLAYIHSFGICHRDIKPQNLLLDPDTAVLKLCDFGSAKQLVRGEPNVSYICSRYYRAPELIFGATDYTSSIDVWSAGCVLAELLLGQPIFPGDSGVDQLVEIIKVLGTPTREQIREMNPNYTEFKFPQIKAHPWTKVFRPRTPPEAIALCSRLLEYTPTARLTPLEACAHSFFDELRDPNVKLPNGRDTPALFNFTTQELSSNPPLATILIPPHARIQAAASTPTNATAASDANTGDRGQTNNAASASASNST
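Assay system: GST-fused GSK3beta enzyme, cell-free / Medium: Tris pH 7.5 buffer with MgCl2, DTT, BSA, heparin / Also added: peptide substrate plus 25 µM ATP (final) / Compound: 10 µM single point / Timing: kinase reaction with compound 60 min at room temperature / Detection: ADP-Glo luminescence / Benchmarks: DMSO neutral wells and GW8510 at 20 µM as positive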
DYRK1A inh: rat Dyrk1A kinase inhibitors, primary screen, biochemical, single point, plate reader; AID 504441, 2011; 310,000 compounds, 0.43% hits; ADP-Glo luminescence, NFATc1 peptide; Dual specificity tyrosine-phosphorylation-regulated kinase 1A (Rattus norvegicus), Q63470; inhibition, % at 12.5 µM; in the data active = inhibition above about 50%;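 note: plate controls were vehicle with enzyme for no effect and no enzyme for full effect; many of its hits are not listed in these tables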
HDAC3 inh: HDAC3 deacetylase inhibitors, primary screen, biochemical, fluorescence, cell-free homogeneous. Histone deacetylase 3 (Homo sapiens), O15379. recombinant HDAC3, fluorogenic peptide/trypsin coupled. inhibition, % at 8.3 µM. 320,000 compounds, 0.15% hits; in the data active = inhibition above about 26%, passing the limit was not always enough; inconclusive = no clear call, values can overlap the other calls
PolyA inh: polyadenylation inhibitors in yeast reporter cells, primary screen, luminescence, S. cerevisiae | S. cerevisiae SKY197-pL101 polyadenylation reporter, beta-gal luminescence; efflux-impaired pdr1/pdr3 knockout yeast; score 100 = 6 SD above DMSO | calls only at 12 µM | 300,000 compounds, 0.02% hits | AID 1875, 2009;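 active = lowest replicate activity score at least 50, where 100 means six control SD above control mean; inconclusive = lowest score under 50 but half or more replicates reach 50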;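 note: yeast exposed to compound for 9 h at 30 °C; higher score means more reporter readthrough which indicates perturbed polyadenylation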
KCNK9 block: KCNK9 potassium channel inhibitors, primary screen, HEK293 cells, thallium flux; 310,000 compounds, 1.2% hits; AID 488922, 2010; B-score at 10 µM; Potassium channel subfamily K member 9 (Homo sapiens), Q9NPC2; FluxOR thallium flux fluorescence; active compounds read low;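 active = ratio B-score over 3 SD below the library mean, with starting fluorescence within 5 SD of its mean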;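 note: negative B-score means less thallium flux so channel inhibition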
Target sequence (Q9NPC2 whole entry, looked up): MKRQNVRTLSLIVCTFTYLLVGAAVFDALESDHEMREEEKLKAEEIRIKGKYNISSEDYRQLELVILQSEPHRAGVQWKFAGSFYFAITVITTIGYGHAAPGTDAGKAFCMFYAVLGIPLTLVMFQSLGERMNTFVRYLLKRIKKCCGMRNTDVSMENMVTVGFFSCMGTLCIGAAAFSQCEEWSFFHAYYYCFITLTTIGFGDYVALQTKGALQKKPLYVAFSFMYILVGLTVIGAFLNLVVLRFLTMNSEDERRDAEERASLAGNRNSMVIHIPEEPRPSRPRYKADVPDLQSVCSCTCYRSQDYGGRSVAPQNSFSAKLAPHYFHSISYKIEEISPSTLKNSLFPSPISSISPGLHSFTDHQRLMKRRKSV
RGS4 act: RGS4 potentiators or activators, primary screen, cell-based, HEK293 M3R inducible RGS4, calcium flux | carbachol calcium flux Fluo4; active compounds read low | B-score at 10 µM | 310,000 compounds, 0.92% hits;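 active = B-score of the integrated calcium signal more than 4 SD below the library mean, with starting fluorescence not abnormally high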;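 note: negative B-score means reduced calcium response which marks RGS4 activation or potentiation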
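test system = M3R-expressing HEK293 line, RGS4 induced by doxycycline | probe or stimulus = carbachol at ECmax as muscarinic agonist stimulus | timing = dye loading 30 min 37 °C, buffer rest 30 min RT | signal = calcium dye Fluo4 fluorescence | evaluation = B score from integrated fluorescence ratio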
GSK3 alpha inh: blockers of GSK3A enzyme activity – biochemical, luminescence, cell-free homogeneous, HTS, primary screen; inhibition, % at 10 µM; AID 2650, 2010; GSK-3 alpha kinase, ADP-Glo luminescence, 60 min; 320,000 compounds, 0.1% hits;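 in the data active = inhibition above about 50%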;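 note: GST-tagged GSK-3 alpha with peptide substrate and 25 µM ATP; 0% = DMSO neutral wells and 100% = GW8510 positive control wells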
KCNK3 inh: human KCNK3 channel inhibitors, primary screen, CHO cells, FluxOR thallium flux, B-score; 340,000 compounds, 0.84% hits; Potassium channel subfamily K member 3 (Homo sapiens), O14649; B-score at 10 µM; FluxOR fluorescence; active compounds read low; AID 602410, 2012;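 active = B-score under library mean minus 4 SD, starting fluorescence ratio at most library mean plus 5 SD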;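 note: more negative B-score means stronger inhibition of thallium flux through KCNK3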
KCNQ1 block: inhibitors of human KCNQ1 channel, primary screen, cell-based, thallium flux, high-throughput. AID 2642, 2010. B-score at 10 µM. CHO-K1 KCNQ1, FluxOR thallium flux fluorescence; active compounds read high. 310,000 compounds, 1.3% hits. Potassium voltage-gated channel subfamily KQT member 1 (Homo sapiens), P51787;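 active = compounds whose thallium flux B-score, printed positive for inhibition, exceeds three library SD while starting fluorescence stays within three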;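 note: channel opened by potassium depolarization with thallium stimulus after 20 min compound exposure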
hERG rescue: hERG rescue from dofetilide block, primary screen, cell-based, CHO-hERG, FluxOR thallium flux, dofetilide IC70 | Voltage-gated inwardly rectifying potassium channel KCNH2 (Homo sapiens), Q12809 | dofetilide IC70 present | activation (rescue from dofetilide block), less the hit threshold, % at 10 µM | 310,000 compounds, 0.51% hits | AID 1511, 2009;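 active = activation above the mean of controls blocked by dofetilide plus 5 SD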;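 note: thallium influx through hERG after potassium depolarization seen as dye fluorescence rise; in these data hits start at about 4.7%; inactives centre near -7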
KCNQ1 act: potentiators or activators of KCNQ1 channel, primary screen, cell-based, thallium flux, high-throughput. CHO-K1 KCNQ1, thallium flux FluxOR fluorescence; active compounds read high. B-score at 10 µM. 310,000 compounds, 0.35% hits. AID 2648, 2010;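 active = fluorescence ratio B-score, a plate-corrected score, at least three library SD, with initial intensity B-score within 5 SD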
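Material: CHO-K1 cells stably expressing KCNQ1. Medium: assay buffer for compound exposure, DMSO matched across wells. Reagent: K+/Tl+ depolarizing stimulus. Compound dosing: single-concentration screen. Times: 37 °C overnight plating, 90-min dark dye load, 20-min compound pretreatment. Technique: FluxOR Tl+ flux fluorescence.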
Starred values were filed as active, the others as inactive; i = inactive; u = inconclusive; x = not tested or not shown. An excerpt; rates above refer to the full screens.

SMILES	GSK3B inh	DYRK1A inh	HDAC3 inh	PolyA inh	KCNK9 block	RGS4 act	GSK3 alpha inh	KCNK3 inh	KCNQ1 block	hERG rescue	KCNQ1 act
Cc1ccc(O)c(/C=N/NC(=O)c2[nH]ncc2Br)c1	-4.4	-53.0	0.8	x	i	i	0.3	i	i	-8.7	i
CSc1ccccc1NC(=O)c1cnc2sc(C)cn2c1=O	0.3	-9.6	-0.8	i	i	i	-4.2	i	i	-9.5	i
CCOc1ccc(NC(=O)COc2ccc3c(c2)OCO3)cc1	1.2	-1.7	-3.4	i	i	i	-0.6	i	i	-9.1	i
Cc1cccc(C(=O)NCC(=O)OC(C)C(=O)Nc2ccc(Cl)cn2)c1 (centres undefined)	-2.7	9.3	-8.0	i	i	i	0.5	i	i	-10.2	i
Cc1c(C(N)=O)sc2ncn(CC(=O)NCCc3ccccc3)c(=O)c12	-0.5	x	2.9	i	i	i	-0.8	i	i	-1.8	i
CCOC(=O)Cc1csc(NC(=O)CCSc2ccccc2)n1	1.1	x	2.0	i	i	i	-0.9	i	i	-4.5	i
CN1CCN(C(=O)c2cccn(Cc3cccc(Cl)c3)c2=O)CC1	1.7	1.5	-2.8	i	i	i	-1.2	i	i	-7.2	i
C[n+]1cccc(C(=O)N/N=C/c2ccc3c(c2)OCO3)c1	-4.6	-9.7	5.7	i	i	i	0.9	i	i	-2.8	i
CCCCOc1ccc(/C=C/C(=O)OCC(=O)N2CC(=O)Nc3ccccc32)cc1OCC	-25.7	0.1	1.1	i	i	i	0.3	i	i	-6.0	i
COc1ccc(-c2cc(C(=O)N3CCN(C(c4ccccc4)c4ccccc4)CC3)no2)cc1	0.3	-5.2	-1.2	i	i	i	-0.3	i	i	-13.6	i
COc1cccc(CNC(=O)CCNC(=O)c2ccc(Br)o2)c1	0.9	x	1.1	i	i	i	2.0	i	i	-1.6	i
Cc1ccc(Nc2ncnc3sc(C)c(C)c23)cc1C	0.1	5.6	12.6	i	i	i	0.7	i	i	-8.0	i
COc1ccc(CCNC(=O)c2cc3c(=O)n4ccccc4nc3n(CC3CCCO3)c2=N)cc1OC (centres undefined)	-3.6	-3.6	-1.7	i	i	i	-2.1	i	i	-16.9	i
Cc1ccccc1OCC(=O)NCC1CCCO1 (centres undefined)	-1.4	0.0	-2.0	i	i	i	4.2	i	i	0.3	i
O=C1CSC(=Nc2ccccc2)N1	2.7	4.5	2.0	i	i	i	-3.6	i	i	-6.8	i
CCCc1cc(NCc2ccccn2)n2nc(C)c(-c3ccccc3)c2n1	-25.6	2.4	-1.8	i	i	i	-1.8	i	8*	-16.3	i
O=C(NCCCN1CCOCC1)c1cccc(S(=O)(=O)Nc2ccccc2Cl)c1	-0.9	-2.5	-0.2	i	i	i	7.7	i	i	-3.6	i
CCOc1ccccc1NC(=O)CSc1nnc(-c2cnccn2)n1C	-2.3	-2.4	-1.8	i	i	i	-0.2	i	i	-0.1	i
CCN(Cc1ccccc1)C(=O)c1cc2c(OC)c(OC)c(OC)cc2[nH]1	-2.3	6.8	3.8	i	i	i	0.8	i	i	-6.3	i
CSc1ccc(CN2CCSCC2)cc1	-1.2	9.9	7.6	i	i	i	-3.7	i	i	-6.0	i
CCCCN(CCCC)CCNC(=O)c1cn(CC)c2ccc(S(=O)(=O)N(C)C3CCCCC3)cc2c1=O	3.3	-3.1	5.8	i	i	i	0.3	i	i	-14.1	i
Cc1c(O)nc(SC2CC(=O)N(c3ccccc3)C2=O)[nH]c1=O (centres undefined)	1.5	2.5	2.6	i	i	i	-2.2	i	i	-6.7	i
Cc1ccc(NC(=O)c2sc(C)nc2C)c(C)c1	-2.4	-4.0	2.6	i	i	i	-1.2	i	i	-4.6	i
CC(=O)c1ccc(NC(=S)NCC(c2ccco2)N2CCCC2)cc1 (centres undefined)	-0.7	-3.7	2.1	i	i	i	-0.3	i	i	-3.9	i
CCOC(=O)CN1CC23C=CC(O2)C(C(=O)O)C3C1=O (centres undefined)	4.4	-4.6	-1.3	i	i	i	x	i	i	-12.2	i

Next part:
SMILES	GSK3B inh	DYRK1A inh	HDAC3 inh	PolyA inh	KCNK9 block	RGS4 act	GSK3 alpha inh	KCNK3 inh	KCNQ1 block	hERG rescue	KCNQ1 act
Cc1ccc(C(=O)NCCCNC(=O)c2ccco2)cc1	-2.7	10.5	-1.7	x	i	i	-0.4	i	i	-7.7	i
CCCCOCCCNC(=O)COc1ccccc1	-5.7	-3.0	-5.1	i	i	i	1.5	i	i	0.2	i
N#Cc1cc(-c2ccccc2)nc(N2CCNCC2)n1	-0.2	-4.5	1.4	i	i	i	-1.0	i	i	-2.5	i
Cc1cccc(OCC(=O)NC2CCCCCC2)c1C	0.3	-1.8	0.9	i	i	i	1.1	i	i	-6.8	i
Cc1ccc(C)c(NC2=NS(=O)(=O)c3ccccc32)c1	-6.0	9.5	-8.6	i	i	i	-0.4	i	i	-3.4	i
C/C(=N\N=C(c1ccccc1)c1ccccc1)c1cccs1	1.3	-3.8	5.3	i	i	i	6.6	i	6*	-12.1	i
CCOc1ccc2c(c1)N(C(=O)CN1C(=O)CCC1=O)C(C)(C)C=C2C	0.3	-2.1	1.5	i	i	i	-1.2	i	i	-4.8	i
CCCCCNC(=O)c1cc(S(=O)(=O)N2CCCCC2)ccc1F	-1.7	3.5	-1.4	i	i	i	i	i	i	-3.1	i
CC(=O)Nc1ccc(C(=O)Cn2nnc3ccccc3c2=O)cc1	-15.1	-3.4	-4.6	i	i	i	-1.2	i	i	-9.8	i
Cc1cc(C)cc(NC(=O)N2CCCCCCC2)c1	-0.2	4.1	-3.5	i	i	i	-0.9	i	i	-5.1	i
O=C(Nc1ccc(S(=O)(=O)N2CCCCC2)cc1)c1ccc(CN2CCc3ccccc3C2)cc1	2.5	7.2	3.3	x	i	i	-0.8	i	6*	-11.2	i
O=C(OCC(=O)N1CCN(C(=O)c2ccco2)CC1)c1cc(-c2cccc(Br)c2)nc2ccccc12	2.1	7.4	5.4	i	i	i	0.3	i	i	-16.9	i
O=C(COC(=O)c1ccc(F)cc1F)NCCNC(=O)COC(=O)c1ccc(F)cc1F	-1.3	-0.2	-2.5	i	i	i	-3.0	i	i	-10.7	i
Cc1cc(C(=O)Nc2ccon2)cs1	-2.3	8.0	u	i	i	i	-1.1	i	i	-7.0	i
N/C(=N\OC(=O)c1cccc([N+](=O)[O-])c1)c1cccnc1	-0.9	2.1	-6.4	i	i	i	2.7	i	i	-4.3	i
COC(=O)CC1=NC(=O)CS1	2.9	-3.4	6.6	i	i	i	-2.7	i	i	-7.9	i
CCOc1cc(OCC)cc(C(=O)Nc2cccnc2)c1	4.2	0.7	-1.5	i	i	i	-3.1	i	i	-1.4	i
CCOC(=O)C1=C(COC(=O)c2cccs2)NC(=O)NC1C (centres undefined)	0.5	1.4	-9.2	i	i	i	-1.1	i	i	-16.3	i
Cc1ccc(C)c(NC(=O)CN(C)C(=O)Cc2ccc(Cl)cc2Cl)c1	4.7	0.0	-1.7	i	i	i	4.9	i	i	-8.9	i
CCC(C)[C@H](NC(=O)C1CCC(CNC(=O)[C@@H]2CCCN2C(=O)OC(C)(C)C)CC1)C(=O)O (some centres undefined)	5.8	1.9	11.2	i	i	i	-1.2	i	i	-9.8	i
CCCCNC(=O)CSc1nc(CCC)nc2ccccc12	-5.5	-2.8	3.9	i	i	i	-3.6	i	i	-14.1	i
Cc1cc([N+](=O)[O-])ccc1N1C(=O)c2ccc(C(=O)Nc3ccccc3C(=O)O)cc2C1=O	2.3	0.5	8.5	i	i	i	-4.3	i	i	-10.4	i
O=C(CSc1nc2ccc(NC(=O)CSc3nnnn3Cc3ccccc3)cc2s1)Nc1ccccc1	1.5	-3.7	-3.9	i	i	i	-1.3	i	i	-13.0	i
CCCN1CCc2c(sc3nc(SCC)n(-c4ccc(OC)cc4)c(=O)c23)C1	-1.1	-0.1	x	i	i	i	x	i	i	-12.7	i
CC(C)(C)c1ccc(OCCC(=O)OCC(=O)NC2CCS(=O)(=O)C2)cc1 (centres undefined)	6.2	10.6	0.8	i	i	i	-1.0	i	i	-7.8	i

Further compounds follow.
SMILES	GSK3B inh	DYRK1A inh	HDAC3 inh	PolyA inh	KCNK9 block	RGS4 act	GSK3 alpha inh	KCNK3 inh	KCNQ1 block	hERG rescue	KCNQ1 act
CCOC(=O)C1=C(c2ccccc2)O/C(=C(\C(=O)OC)C(F)(F)F)S1	-1.5	6.9	u	i	i	i	-5.2	i	i	-5.1	i
Cc1cc(C)n2c(SCC(C)C)nnc2n1	2.7	-6.7	7.3	i	i	i	-2.1	i	i	-3.4	i
CCc1ccc(N(CC(=O)Nc2ccccc2C(=O)N2CCCC2)S(C)(=O)=O)cc1	2.9	2.0	-1.0	i	i	i	0.4	i	i	-10.4	i
O=C(Nc1ncc(Cc2cccc(Cl)c2Cl)s1)C1CCCO1 (centres undefined)	-2.0	-3.4	6.9	i	i	i	0.5	i	i	-6.1	i
Cc1ccc(CNC(=O)CCCn2c(=O)[nH]c3ccccc3c2=O)cc1	-0.1	3.3	1.7	i	i	i	-0.5	i	i	0.1	i
Cc1ccc(/C=N/NC(=O)c2nnn(-c3nonc3N)c2-c2ccc3c(c2)OCO3)s1	-3.4	x	-2.8	i	i	i	0.1	i	i	-2.6	i

Assay outcomes: PubChem, several laboratories
